CHRM5 antagonist = blocks acetylcholine activation of human M5 receptor; actives 0.59% (n = 360,000); inhibition, % at 3 µM; CHO-hM5 cells, Fluo-8 calcium fluorescence, ACh EC80; P08912;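 active means inhibition above a per-plate cutoff, the mean of that plate's test compounds plus 3 SD, cut at about 27% in these data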;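 further: 0% = acetylcholine EC80 with DMSO and 100% = DMSO without agonist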
Target sequence (P08912 whole entry, looked up): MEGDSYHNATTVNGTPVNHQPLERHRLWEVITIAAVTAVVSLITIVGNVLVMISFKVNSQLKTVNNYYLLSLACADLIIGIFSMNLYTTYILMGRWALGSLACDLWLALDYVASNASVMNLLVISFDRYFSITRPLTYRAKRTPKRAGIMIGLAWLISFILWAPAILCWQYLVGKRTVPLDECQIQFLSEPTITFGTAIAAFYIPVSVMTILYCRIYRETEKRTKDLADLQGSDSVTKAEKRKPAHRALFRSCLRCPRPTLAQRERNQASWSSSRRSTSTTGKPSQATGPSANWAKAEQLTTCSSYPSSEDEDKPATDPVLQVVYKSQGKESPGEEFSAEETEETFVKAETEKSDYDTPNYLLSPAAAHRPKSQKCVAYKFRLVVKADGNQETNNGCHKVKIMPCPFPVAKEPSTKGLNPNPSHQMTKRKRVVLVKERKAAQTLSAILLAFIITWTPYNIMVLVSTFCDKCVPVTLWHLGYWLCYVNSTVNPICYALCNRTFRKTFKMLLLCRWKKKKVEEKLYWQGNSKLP
CHRM5 agonist = CHRM5 agonism in calcium assay | P08912 | CHO-K1 hM5 cells, Fluo-8 calcium fluorescence; 0% DMSO wells, 100% maximal acetylcholine response | activation, % at 3 µM | actives 0.19% (n = 360,000) | AID 624037;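 active means activation above the run's mean over test compounds plus 3 SD, cut at about 23% in these data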;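 further: signal is peak over basal fluorescence ratio across the kinetic read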
CRFBP-R2 agonist = CRF-BP/CRF-R2 complex agonism | HEK293 CRF-R2/CRF-BP, calcium dye fluorescence (FLIPR); percent of saturating CRF peptide response | activation, % at 13.2 µM | actives 0.46% (n = 350,000) | AID 588473;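 active means activation of at least 50%, plus an integration ratio under a set limit after plate pattern correction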;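 further: plate controls were neutral control wells without compound for no effect and CRF at EC100 for full effect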
TAAR1 antag = antagonists of human TAAR1. Q96RJ0. CHO RD-HGA16 TAAR1, Fluo-8 calcium fluorescence, antagonist. inhibition, % at 3 µM. actives 1.5% (n = 360,000). AID 624466;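 active means inhibition above a per-plate cutoff, the mean inhibition of test compounds on that plate plus 3 SD, cut at about 49% in these data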;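 further: 0% = DMSO plus EC80 beta-PEA response and 100% = DMSO alone without agonist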
Target sequence (Q96RJ0 whole entry, looked up): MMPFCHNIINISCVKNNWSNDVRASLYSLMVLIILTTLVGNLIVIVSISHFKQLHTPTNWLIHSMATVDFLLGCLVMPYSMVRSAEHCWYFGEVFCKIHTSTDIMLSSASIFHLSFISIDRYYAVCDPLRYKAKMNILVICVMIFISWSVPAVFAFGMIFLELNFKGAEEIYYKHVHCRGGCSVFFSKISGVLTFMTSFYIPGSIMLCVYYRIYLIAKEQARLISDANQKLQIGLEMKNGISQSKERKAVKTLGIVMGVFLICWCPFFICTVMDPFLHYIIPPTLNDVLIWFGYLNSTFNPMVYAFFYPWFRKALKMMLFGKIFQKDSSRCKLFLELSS
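Material: CHO RD-HGA16 cells bearing hTAAR1; compound dosing: one-point dosing, 3 µM nominal final; schedule: dye loading 75 min at 37 °C, then 30 min room temperature; measured by: calcium fluorescence with Fluo-8; control set: vehicle and agonist controls; replication: n of 1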
TAAR1 ag = agonists of human TAAR1; Q96RJ0; CHO RD-HGA16 TAAR1, Fluo-8 calcium fluorescence; vehicle wells 0%, saturating PEA agonist 100%; activation, % at 3 µM; actives 0.99% (n = 360,000);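 active means activation above the mean activation of all test compounds in the run plus 3 SD, cut at about 38% in these data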
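Signal – calcium-sensitive Fluo-8 signal, excitation 470-495, emission 515-575 nm · System – RD-HGA16 (CHO) cells co-expressing Gα16 and hTAAR1 · Incubation – 17-24 h seeding, 75 min 37 °C dye, 30 min RT · Compound dosing – 3 µM single concentration · Repeats – no replicates (n 1)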
M4 PAM = CHRM4 positive allosteric modulation | CHO-K1 hM4/Gqi5, Fluo-8 calcium fluorescence, ACh EC20; 0% = ACh EC20, 100% = maximal ACh | actives 0.4% (n = 360,000) | P08173 | activation, % at 3 µM | AID 624126;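 active means activation above its plate's cutoff, the mean activation of sample wells plus 3 SD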; further: some results filed as inactive read as strong as hits
CRFR2-BP antag = CRF-BP/CRF-R2 complex antagonism; HEK293 CRF-R2/CRF-BP, CRF-induced calcium fluorescence; inhibition, % at 11.8 µM; actives 0.59% (n = 350,000); AID 588475;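 active means inhibition of the ligand-induced calcium signal above about 50% at the single tested concentration, limit read from the data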
M5 PAM = potentiates acetylcholine response at human M5 receptor; activation, % at 3 µM; AID 624038; CHO-K1 hM5, Fluo-8 calcium, ACh EC20 PAM; 0% = ACh EC20, 100% = ACh EC100; actives 0.3% (n = 360,000); P08912;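 active means activation above the run cutoff, the mean activation of all test compounds plus 3 SD, cut at about 18% in these data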
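Assay system – human M5 receptor in CHO-K1 cells · Read-out – % activation, ACh-normalized · Technique – Fluo-8 calcium fluorescence · Dosing – single-point, 3 µM nominal · Incubation – Fluo-8 loading 80 min at 37 °C plus 30 min room temperature · Repeats – singlicate, one well per test compound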
M1 PAM parental = counter-screen for M1 PAMs: effect in parental CHO-K1 cells; ATP EC20, Fluo-8 calcium fluorescence; 0% at ATP EC20, 100% at ATP max; activation, % at 3 µM; actives 0.02% (n = 360,000);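 active means activation above the run cutoff, the mean activation of all test compounds plus 3 SD, cut at about 40% in these data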;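 further: peak over basal fluorescence ratio in a 140 s read after ATP addition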
* = called active by the depositor; / = not tested or not shown; & = joins results of further samples.

SMILES,CHRM5 antagonist,CHRM5 agonist,CRFBP-R2 agonist,TAAR1 antag,TAAR1 ag,M4 PAM,CRFR2-BP antag,M5 PAM,M1 PAM parental
NC1=NC(=O)C(Cc2cccc(Cl)c2)S1 (stereo unspecified),6,-2,-1.3,4,4,-5,9,-3,-6
CCOC(=O)c1nnn(-c2nonc2N)c1CN(CC)CC,-3,1,2.8,15,8,5,-20,-2,18
CCOc1cc(C)c(C(C)C)cc1S(=O)(=O)n1ccc(C)n1,-1,-11,-0.2,-14,2,12,9,2,16
Cc1cc(C)c(OCC(=O)OCC(=O)N(C)C2CCS(=O)(=O)C2)c(C)c1 (stereo unspecified),6,2,-2.0,14,-1,-7,-7,-2,-20
O=S(=O)(NCc1ccccc1Cl)c1cccs1,3,-5,0.0,-3,6,-4,3,-3,20
COc1cccc(C2=Cc3ccc(F)cc3C(CC(C)=O)N2c2ccc(-c3cncnc3)cc2)c1 (stereo unspecified),10,1,/,22,0,-6,/,-3,-1
C=CCNC(=S)NNC(=O)c1ccc2c(c1)OCO2,-5,-1,-1.3,13,10,-1,3,0,11
COc1cc(C(c2sc3nc(C)nn3c2O)N2CC(C)CC(C)C2)cc(OC)c1OC (stereo unspecified),1,4,0.4,12,13,-6,14,-6,17
COc1ccc(Cl)cc1Nc1nc(Cl)nc(NCCO)n1,-5,0,-1.4,5,0,1,10,-2,14
Oc1ccccc1C(Nc1nccs1)c1ccc2cccnc2c1O (stereo unspecified),-5,-9,-2.5,-32,-3,3,2,6,15
O=C1/C(=C/c2ccco2)SC(=S)N1c1cccnc1,-1,0,-1.1,-16,2,10,12,6,8
Cc1cc(=O)oc2c3c(cc(OCC(=O)NC(Cc4ccc(Cl)cc4)C(=O)O)c12)OC(C)(C)CC3 (stereo unspecified),7,4,1.8,-13,-1,2,7,4,4
Cc1ccc(S(=O)(=O)N/N=C\c2cn(-c3ccccc3)nc2-c2ccccc2)cc1,0,1,0.7,-8,-1,2,-1,-7,23
Cc1ccc(C(=O)CSc2nnc(-c3c[nH]c4ccccc34)o2)cc1,-1,-3,3.9,11,4,2,-5,0,11
c1nc2sc3c(c2c2nnnn12)CCC3,-5,0,-1.4,-4,0,0,-2,4,25
COC(=O)[C@]12CCCCC=C1N(Cc1ccc3c(c1)OCO3)C(=O)[C@H](CC(=O)NCc1cccc(C(F)(F)F)c1)C2,14,-1,/,24,5,-8,/,-15,/
C#CCOCCOCCOCCNc1nc(N2CCN(C(=O)C([C@@H](C)CC)n3cc(C(N)COC(=O)C(F)(F)F)nn3)CC2)nc(N2CCN(C(=O)C([C@@H](C)CC)n3cc(C(N)CC(C)C)nn3)CC2)n1 (stereo partly specified),/,/,-0.2,-1,8,/,-1,/,/
O=C(c1oc(=O)c2ccccc2c1-c1ccccc1)N1CCOCC1,-13,-6,-2.1,1,5,-4,9,16,16
Cc1ccccc1-c1nnc2c3ccccc3c(C)nn12,-1,0,-1.7,-19,11,5,17,2,18
Cc1ccc(-c2cnc(C(O)c3cc(F)cc(Cl)c3)[nH]2)cc1 (stereo unspecified),4,6,/,22,12,5,/,1,11
CCCCSc1nc(C)c(CC(=O)O)c(=O)[nH]1,5,-3,6.4,-7,-3,5,6,1,-2
CC(c1nnc(SCC(=O)NC(=O)NCc2ccco2)n1-c1ccc(Cl)cc1)N(C)C (stereo unspecified),3,-2,-0.7,-9,0,5,13,-1,19
S=C(Nc1ccc(CN2CCCCC2)cc1)Nc1cccc(Cl)c1Cl,10,-9,1.8,-23,2,-9,1,-2,-25
O=C1c2ccncc2C(=O)N1C1CCCCC1,5,0,2.7,-15,14,6,3,-2,16
COc1ccc(C2C3=C(CCCC3=O)N(CC(=O)O)C3=C2C(=O)CCC3)cc1Br,21,-1,3.0,-2,2,8,13,-4,-4

More entries follow:
SMILES,CHRM5 antagonist,CHRM5 agonist,CRFBP-R2 agonist,TAAR1 antag,TAAR1 ag,M4 PAM,CRFR2-BP antag,M5 PAM,M1 PAM parental
Cc1ccc(C(=O)NC2CCS(=O)(=O)C2)cc1S(=O)(=O)N1CCCC1 (stereo unspecified),21,-2,0.0,-11,2,-1,-6,-9,-2
COc1ccc(C2Nc3ccccc3C(=O)N2NC(C)=O)c(OC)c1 (stereo unspecified),1,-1,1.3,-27,-1,-5,-6,-1,-10
COC(CNC(=O)c1cn(C)c2ccc(S(=O)(=O)N(C)C3CCCCC3)cc2c1=O)OC,9,-6,-0.2,2,2,-6,-2,-5,-11
Cc1ccc(-c2nnn(CC(=O)N(c3cnc4ccccc4c3)C(C(=O)NC3CCCC3)c3ccncc3)n2)o1 (stereo unspecified),-2,-1,0.4,-14,2,0,-9,1,28
CCOc1ccc(OCC)c(S(=O)(=O)N2CCCCC2C)c1 (stereo unspecified),-2,-5,-1.2,3,9,5,2,2,-7
Cc1ccc(S(=O)(=O)[N-]c2nc3ccccc3nc2-n2cc[n+](Cc3ccccc3)c2)cc1,4,1,0.1,-4,2,-1,3,8,22
COc1ccccc1/C=C/C(=O)NCC(=O)N/N=C/c1ccc(C)o1,-4,1,0.9,1,3,-5,2,11,-6
Cn1nnnc1SCc1nc2ccccc2s1,1,-6,-0.4,6,-2,-3,-6,-3,5
COCCn1c(SCc2ccccc2F)nc2ccccc2c1=O,-15,0,2.5,1,8,-6,18,9,26
COc1ccc(OC)c(NC(=O)COC(=O)c2ccc(S(=O)(=O)N3CCOCC3)cc2)c1,3,0,-1.0,-9,1,0,4,-3,12
CS(=O)(=O)N(CC(=O)Nc1ccc(S(=O)(=O)N2CCCC2)cc1)c1cccc(F)c1,6,0,-0.5,-6,5,-8,8,1,-4
O=C(N/N=C/C=C\c1ccco1)c1cccnc1,1,-3,1.6,-6,5,4,-8,-5,-7
CC1=C(C#N)C(NC(=O)C2CC2)(C(F)(F)F)C(=O)N1 (stereo unspecified),-11,-3,-0.6,5,4,5,12,-1,18
O=C(CSc1cn(CC(=O)N2CCCCC2)c2ccccc12)NCC1CCCO1 (stereo unspecified),11,0,-5.1,-15,6,1,-8,0,-1
Cc1sc2nc(SCC(=O)N3CCOCC3)[nH]c(=O)c2c1C,5,2,0.6,-7,0,5,3,2,23
Fc1ccc(OCCOCCNCC2CCCO2)cc1 (stereo unspecified),5,-4,3.2,-3,2,1,-12,-4,0
O=C(c1cc2cc(Cl)ccc2[nH]1)N1CCN(c2ccc(F)cc2)CC1,18,-3,1.9,-6,2,-1,-18,-13,5
O=C1C=C(/C=C/c2ccccc2)C[C@@H](c2ccc3c(c2)OCO3)C1,1,-2,-1.0,15,5,11,12,3,15
CCOC(=O)C1(Cc2cccc(F)c2)CCN(CCCn2cccn2)CC1,2,-8,5.2,-7,1,2,-3,13,-14
CCOc1ccc(N(CC)S(=O)(=O)c2ccc3c(c2)n(C)c(=O)c(=O)n3C)cc1,1,0,6.3,-26,3,0,14,-6,10
O=C(COC(=O)c1ccc(S(=O)(=O)N2CCCCC2)cc1)NCc1ccc(F)cc1,-5,1,-0.6,-40,2,-5,-8,1,-7
COc1ccc(N(C(=O)c2snc(C(N)=O)c2N)C(C(=O)NC2CCCC2)c2ccco2)c(OC)c1 (stereo unspecified),14,-1,0.4,-4,0,0,0,1,11
COC1C=COC2(C)Oc3c(C)c(O)c4c(O)c(c(CN5CCN(C)CC5)c(O)c4c3C2=O)NC(=O)C(C)=CC=CC(C)C(O)C(C)C(O)C(C)C(OC(C)=O)C1C (stereo unspecified),7,1,8.9,-9,0,2,-39,-2,9
O=C(CCCN1C(=O)/C(=C/c2ccc(F)cc2)SC1=S)Nc1ccc(C(=O)O)cc1,-2,2,-0.3,-6,0,5,-25,1,16
CCCSc1ccc([C@H]2N[C@@](CC(C)C)(C(=O)OC)[C@H]3C(=O)N(C)C(=O)[C@@H]23)cc1,-2,-3,2.0,8,4,5,-9,-4,17

Looked up one by one from the list above:
SMILES,CHRM5 antagonist,CHRM5 agonist,CRFBP-R2 agonist,TAAR1 antag,TAAR1 ag,M4 PAM,CRFR2-BP antag,M5 PAM,M1 PAM parental
COc1ccccc1/C=C/C(=O)NCC(=O)N/N=C/c1ccc(C)o1,-4,1,0.9,1,3,-5,2,11,-6
CC1=C(C#N)C(NC(=O)C2CC2)(C(F)(F)F)C(=O)N1 (stereo unspecified),-11,-3,-0.6,5,4,5,12,-1,18
O=C(CSc1cn(CC(=O)N2CCCCC2)c2ccccc12)NCC1CCCO1 (stereo unspecified),11,0,-5.1,-15,6,1,-8,0,-1
Cn1nnnc1SCc1nc2ccccc2s1,1,-6,-0.4,6,-2,-3,-6,-3,5

Later entries:
SMILES,CHRM5 antagonist,CHRM5 agonist,CRFBP-R2 agonist,TAAR1 antag,TAAR1 ag,M4 PAM,CRFR2-BP antag,M5 PAM,M1 PAM parental
CCn1c(=O)c(C(=O)NCc2ccc3c(c2)OCO3)c(O)c2ccccc21,14,-1,0.4,-15,7,-1,1,2,13
C/C(=C\C(=O)O)CC(=O)O,-1,-2,-0.4,0,0,9,-20,2,21
COCCN(C(=O)Nc1ccccc1OC)c1nc2ccccc2s1,9,0,-0.1,-2,-2,-7,-1,-6,3
COc1ccc(-n2c(C)nnc2SCC(=O)NC2CC2)cc1,15,-1,-0.6,-8,2,0,-5,-4,12
CN(C)CCNc1nc(-c2ccccc2F)c2sccc2n1,40*,-9,/,-20,4,-11,/,-34,9
Cc1cc(-c2csc3nc[nH]c(=S)c23)cc(C)c1C,4,4,-1.6,-17,8,8,-5,0,14
Cc1ccc(-c2c3c(=O)n(C)c(=O)n(C)c3cn2-c2ccccc2O)cc1,3,-8,0.1,-17,4,2,22,1,9
C=CCOC(=O)C1=C(C)NC(SCC(=O)NC(=O)OCC)=C(C#N)C1c1cccnc1 (stereo unspecified),2&2,1&1,-2.4&-0.7,-6&8,6&-1,1&-2,2&5,-5&-1,7&15
Cc1ccc(-c2nc3ccccc3c(=O)n2-c2c(C)n(C)n(-c3ccccc3)c2=O)cc1,2,-1,0.1,-18,0,4,-10,-1,12
CCOC(=O)c1cn2cccnc2n1,7,-2,-0.2,3,7,-3,9,2,13
O=C(Cn1cnnn1)Nc1ccccc1Cc1ccccc1,4,1,-6.9,-8,2,-3,15,-5,-5
COc1cc(OC)nc(NC2OC(=O)c3ccccc32)n1 (stereo unspecified),8,1,-2.8,-6,7,9,-4,0,23
O=C(COc1ccc([N+](=O)[O-])cc1Cl)N1CCOCC1,0,1,3.2,-15,13,9,-7,-2,3
O=C(O)CCCNC1=NCCC1,0,-1,0.6,-1,-2,4,3,0,10

Whole records, quoted from the list:
Record of `O=C(O)CCCNC1=NCCC1` = CHRM5 antagonist: 0; CHRM5 agonist: -1; CRFBP-R2 agonist: 0.6; TAAR1 antag: -1; TAAR1 ag: -2; M4 PAM: 4; CRFR2-BP antag: 3; M5 PAM: 0; M1 PAM parental: 10
Record of `COc1ccc(-n2c(C)nnc2SCC(=O)NC2CC2)cc1` = CHRM5 antagonist: 15; CHRM5 agonist: -1; CRFBP-R2 agonist: -0.6; TAAR1 antag: -8; TAAR1 ag: 2; M4 PAM: 0; CRFR2-BP antag: -5; M5 PAM: -4; M1 PAM parental: 12
